Compound activity from PubChem BioAssay.
PTHR1 ag: agonists of human PTHR1 parathyroid hormone receptor | AID 743266 | Potency, µM (highest dose often 115 µM), for inactives: at the highest dose activation, usual class: activators | HEK293 GP2 PTHR1 cells, GloSensor cAMP luminescence, 1 h | 410,000 tested, 0.075% active | Q03431; further: potency means the concentration at half of the fitted maximal effect; nearly all actives have a fitted effect of over 55% in size; some results filed as inactive show a strong effect at the top dose; inactives centre near -15; many of its hits are not listed in these tables
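HEK-293-derived GP2 cells expressing PTHR1 and a GloSensor cAMP reporter, 3,000/well, plated overnight, given luciferin plus IBMX (each 0.5 mM as added) for 1 h at 37 °C, then compound for 1 h at 37 °C. Luminescence was read after 15 min at room temperature.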
EPAC1 agonist: activates human EPAC1 exchange factor; O95398; EPAC1 agonist qHTS, biochemical assay; response scale: 100% = response to 6.5 mM cAMP; Potency, µM (doses to about 154 µM), without a hit: at the top dose activation, usual class: activators; 360,000 tested, 0.073% active; AID 720707; further: potency means the concentration at half of the fitted maximal effect; nearly all actives have a fitted effect of over 60% in size
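EPAC1 100 nM, Rap1B–BODIPY-GDP 250 nM, unlabeled GDP 50 uM; compound titration; 5 min RT; kinetic read ex480/em540 at 5-min intervals ×30 min; data normalized to 6.5 mM cAMP agonist control.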
GLP-1R agonist: activates the human GLP-1 receptor; HEK293 GLP-1R CRE-luciferase, luminescence, 4-6 h; cells express a hypersensitive GLP-1R form; P43220; Potency, µM (highest dose often 45.6 µM), for inactives: at the top dose activation, hits mostly activators; 380,000 tested, 0.007% active; further: potency means the concentration at half of the fitted maximal effect; % of control where 0% means no effect
Target sequence (P43220 whole entry, looked up): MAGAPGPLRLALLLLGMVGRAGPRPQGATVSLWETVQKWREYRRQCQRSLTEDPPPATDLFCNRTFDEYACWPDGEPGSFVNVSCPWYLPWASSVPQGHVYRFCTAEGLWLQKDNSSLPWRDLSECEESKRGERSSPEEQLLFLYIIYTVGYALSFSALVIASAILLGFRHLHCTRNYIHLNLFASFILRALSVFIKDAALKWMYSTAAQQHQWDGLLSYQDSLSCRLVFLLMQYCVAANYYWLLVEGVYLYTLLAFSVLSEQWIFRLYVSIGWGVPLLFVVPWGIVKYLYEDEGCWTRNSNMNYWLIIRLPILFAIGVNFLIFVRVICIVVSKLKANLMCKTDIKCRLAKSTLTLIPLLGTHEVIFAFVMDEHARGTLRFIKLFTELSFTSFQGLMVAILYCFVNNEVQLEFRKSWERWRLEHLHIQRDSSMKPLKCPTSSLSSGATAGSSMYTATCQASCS
IL2 activator: IL-2 activation | IL-2 activation reporter assay, cell-based qHTS; stimulated with anti-CD3/CD4/CD28 beads; in transgenic mouse T cells | activation, % (series mostly up to about 46 µM) | 360,000 tested, 0.065% active | AID 652025; in the data active means activation above about 50%; inconclusive means mostly about 30% to 49%; further: 0% is about no effect
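EGFP and DsRed fluorescence is measured by plate cytometry in unstimulated transgenic mouse T cells exposed to compound for 60 minutes, then stimulated 18 hours at 37 degrees C with anti-CD3/anti-CD4 beads plus anti-CD28.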
PI5P4K alpha inh: PI5P4K alpha (human) kinase inhibition. P48426. 330,000 tested, 1.2% active. max response, %. PI5P4Kalpha enzyme, ADP-Glo luminescence, 60 min; stronger effect = lower value; active means max response of -50% or lower; inconclusive means between -30% and -50%; inactive means -30% or higher; further: value at the top dose of about 77 µM; on the % scale 0 is the no-effect control and ±100 the full control effect
Target sequence (P48426 whole entry, looked up): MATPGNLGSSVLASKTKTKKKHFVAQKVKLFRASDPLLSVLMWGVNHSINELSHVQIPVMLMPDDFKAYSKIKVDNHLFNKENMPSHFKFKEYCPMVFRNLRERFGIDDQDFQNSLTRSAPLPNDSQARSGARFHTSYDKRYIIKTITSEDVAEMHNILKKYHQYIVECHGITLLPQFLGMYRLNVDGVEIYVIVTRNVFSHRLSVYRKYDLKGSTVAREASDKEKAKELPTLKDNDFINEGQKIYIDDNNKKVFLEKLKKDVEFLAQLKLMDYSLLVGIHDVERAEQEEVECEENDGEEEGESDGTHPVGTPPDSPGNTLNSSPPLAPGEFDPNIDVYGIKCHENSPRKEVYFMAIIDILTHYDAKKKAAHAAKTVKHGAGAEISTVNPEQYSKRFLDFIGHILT
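Compounds were pin-transferred onto PI5P4Kalpha and substrate in HEPES pH 7.4 buffer with EGTA, CHAPS and 5% DMSO. ATP (5 microM final) started the reaction, which ran 60 minutes at room temperature before ADP-Glo detection.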
PLK1 PBD inh: PLK1 (human) polo-box domain binding inhibition; Potency, µM, for the others: max response, negative = inhibition, hits mostly inhibitors; 360,000 tested, 2.8% active; Plk1 PBD binding of FITC phosphopeptide, fluorescence polarization; P53350; further: potency means the concentration at half of the fitted maximal effect; series mostly up to about 57 µM; on the % scale 0 is the no-effect control and ±100 the full control effect; nearly all actives have a fitted effect of over 65% in size
HEK293 tox: cytotoxic in the GLP-1 receptor inverse agonist counter-screen; HEK293 cAMP-luciferase reporter cells, luminescence, 24 h; Potency, µM (series often up to 38.3 µM), without a hit: at the top dose activity change, negative = inhibition, hits mostly inhibitors; 410,000 tested, 0.13% active; AID 624418;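 further: loss of luciferase light is scored as toxicity; potency means the concentration at half of the fitted maximal effect; on the % scale 0 is the no-effect control and ±100 the full control effect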
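Here, cytotoxicity is scored as loss of luminescence. The MLSMR collection was tested on cells seeded in medium containing 10% Nu serum, with a 24 hr compound exposure preceded by 12 hours of culture.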
GLP-1R inv ag: acts as inverse agonist at human GLP-1 receptor. Potency, µM (titrated, usually from 38.3 µM), inactives show at the top dose activity change, negative = inhibition, hits mostly inhibitors. 410,000 tested, 1.6% active. HEK293 GLP-1R CRE-luciferase, luminescence, 24 h; GLP-1R form is constitutively active. P43220; further: potency means the concentration at half of the fitted maximal effect; on the % scale 0 is the no-effect control and ±100 the full control effect; nearly all actives have a fitted effect of over 55% in size
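HEK293 cells stably co-expressing a cAMP-responsive luciferase reporter and constitutively active GLP-1R were seeded, incubated 12 h, then exposed to compounds for 24 h at 37 C. Luminescence was read 12 min after detection reagent; inverse agonists lower signal.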
EPAC1 antagonist: antagonists of human EPAC1; O95398; EPAC1 GEF assay, Rap1b-BODIPY-GDP exchange fluorescence; Potency, µM (top dose mostly 115 µM), without a hit: at the highest dose activity change, negative = inhibition, most hits filed as inhibitors; 360,000 tested, 0.14% active; AID 720709;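 further: potency means the concentration at half of the fitted maximal effect; plate controls were vehicle for no effect and positive control for full effect; nearly all actives have a fitted effect of over 50% in size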
Active calls of the source: *; i = inactive; ? = inconclusive; nt = not tested or not shown; [ ] = another dose, or the depositor's remark. Unless noted, the call rests on the fitted dose curve; in most records, active means well fitted curve in the direction sought with a large enough effect; inconclusive means small, poorly fitted or top-dose-only effect, or another doubt; inactive means no such curve, though single readings can be large; an effect the other way counts as inactive or inconclusive. Some of the compounds tested; count on the stated rates, not on these rows.

Values run as follows: PTHR1 ag | EPAC1 agonist | GLP-1R agonist | IL2 activator | PI5P4K alpha inh | PLK1 PBD inh | HEK293 tox | GLP-1R inv ag | EPAC1 antagonist
> O=C1c2ccccc2S(=O)(=O)c2cc(C(=O)N3CCCC3)ccc21
    -24% | -13% | 9% | 1.0 | -6 | -5% | 6% | 72%[activator] | -11%
> CCOc1ccc(C(C)(C)C)cc1S(=O)(=O)Nc1ccncc1
    -31%[inhibitor] | 3% | 2% | 0.6 | -8 | 3% | 5% | 18% | 4%
> CCCCNC(=O)NS(=O)(=O)c1ccc(NC(=O)C(NC(N)=O)C(C)CC)cc1 (stereo not given)
    i | 6% | 1% | -1.7 | 6 | -3% | 4% | 31% | -21%
> COc1ccc(/C=C2\Sc3ccc(C(=O)NCCN4CCCCCC4)cc3N(C)C2=O)cc1
    16% | -6% | 1% | 0.6 | 6 | 2% | 5% | ? | -4%
> Cc1ccc2nc(-c3cccnc3)cc(C(=O)Nc3ccccc3[N+](=O)[O-])c2c1
    i | 6% | 7% | -3.6 | 1 | -2% | 7% | 21% | 7%
> CC1(NS(=O)(=O)c2ccc(Cl)s2)CCS(=O)(=O)C1 (stereo not given)
    -48%[inhibitor] | -1% | -2% | 0.6 | -3 | ? | 7% | 2% | -21%
> CCc1ccc(CN2C(=O)c3ccccc3C2C(=O)NC(C)CC)cc1 (stereo not given)
    -15% | 8% | 3% | 0.2 | 0 | -2% | -15% | ? | -4%
> CCOc1ccc(C(=O)NCCc2sc(-c3ccc(OC)c(OC)c3)nc2C)cc1
    -32%[inhibitor] | nt | 16% | nt | nt | nt | -21% | 18% | nt
> Cc1ccc(C(=O)Nc2ccc3c(c2)OCCO3)o1
    -25% | 5% | 0% | -0.1 | nt | -10% | -27% | ? | -14%
> O=[N+]([O-])c1cccc(S(=O)(=O)Nc2ccc(S(=O)(=O)N3CCCC3)cc2)c1
    -30% | 2% | -2% | -3.4 | -3 | 3% | 5% | 9% | 4%
> O=C1CC[C@@H](O)CCN1CC[C@H](Sc1ccc(Br)cc1)c1ccccc1
    -37%[inhibitor] | 4% | 12% | -2.5 | 5 | ? | -29% | ? | -5%
> COCCn1c(-c2ccc(C#N)cc2)nc2c1c(=O)[nH]c(=O)n2Cc1ccccc1
    -2% | -10% | 25% | 0.5 | -6 | -2% | 6% | 92%[activator] | -3%
> CC(C)CC(C)NC(=O)c1ccc(C(F)(F)F)cc1 (stereo not given)
    -5% | -11% | 3% | -1.5 | 8 | 0% | 4% | ? | -4%
> CC1CC(C)CN(CCOCCSc2ccccc2)C1 (stereo not given)
    i | 3% | -1% | 0.4 | 0 | 2% | ? | ? | 15%
> O=C(Nc1cc(Cl)cc(Cl)c1)N1CCN(C(=O)C2CCCO2)CC1 (stereo not given)
    i | -3% | 1% | -0.8 | 5 | -20% | 17% | 30%[activator] | -13%
> CCSc1nnc(NC(=O)CSc2nc(C)cc(C)n2)s1
    i | 4% | 22% | 1.1 | 4 | -6% | 1% | 4% | -9%
> CCCCNc1ccc(C(CC(N)=O)NC(=O)Cc2ccc(Br)cc2)cc1[N+](=O)[O-] (stereo not given)
    i | -12% | -4% | 0.5 | -4 | 0% | -7% | -1% | -1%
> Clc1ccc(-c2nc3ccc(Br)cn3c2Cc2ccsc2)cc1
    0% | 4% | -4% | -0.5 | -21 | -4% | -10% | ? | -5%
> Cc1ccc(S(=O)(=O)N2[C@@H](c3ccc(Cl)cc3)C(C(=O)O)=CC[C@H]2c2ccc(Cl)c(Cl)c2)cc1
    -70%[inhibitor] | 1% | -3% | -0.2 | -22 | ? | -25% | 3.5µM* | ?
> CCOC(=O)N/N=C1\CCS(=O)(=O)c2ccc(Cl)cc21
    -3% | 9% | 11% | 0.5 | -1 | 5% | -1% | -4% | -4%
> Cc1ccccc1-n1c(=O)cc(N2CCc3ccccc3C2)[nH]c1=O
    -1%[57.5 µM] | -1% | 10% | 0.8 | nt | ? | 4% | 98%[activator] | 14%
> O=C1c2ccccc2C(=O)N1CN(C(=O)COc1ccccc1)c1ccc(F)cc1
    i | 7% | -14% | 2.1 | 0 | -2% | -3% | 5% | -3%
> NS(=O)(=O)c1ccc(CNC(=O)/C=C/c2ccc(S(=O)(=O)N3CCOCC3)cc2)cc1
    i | 4% | 0% | -2.9 | 0 | 4% | 4% | 14% | 1%
> COc1ccc(-n2c(SCC(=O)C(C)(C)C)nc3ccsc3c2=O)cc1
    i | 3% | 3% | 1.7 | -11 | -18% | 13% | -12% | -25%
> COc1ccc(/C=C/C(=O)Nc2ccc(S(=O)(=O)Nc3cc(C)nc(C)n3)cc2)cc1OC
    -5% | 13% | 2% | -4.2 | -5 | -3% | -3% | 32%[activator] | 2%
> CC(C)(C)OC(=O)N1CCCC(C(=O)Nc2cccc(C(=O)NCCCc3ccccc3)c2)C1 (stereo not given)
    -39%[inhibitor] | 2% | 8% | 0.2 | 8 | -3% | -4% | ? | -6%
> CCOC(=O)/C(C#N)=N/Nc1ccccc1C#N
    -85%[inhibitor] | -7% | -2% | -0.8 | 2 | -15% | ? | -6% | -12%
> Cn1c(SCC(=O)c2ccc3c(c2)Cc2ccccc2-3)nnc1-c1ccccc1
    i | 11% | 3% | -0.7 | -17 | -30% | 24% | -7% | ?
> COC(=O)c1ccc(COc2ccccc2/C=C(\C#N)C(=O)Nc2c(C)cc(C)cc2C)cc1
    -27% | 1% | -4% | 0.0 | 2 | -5% | -5% | ? | -4%
> COCCN1C2=C(COC(C)(C)C2)C(=S)NC1c1ccccc1 (stereo not given)
    11% | 0% | 0% | -0.9 | -10 | -3% | 1% | -15% | 5%
> Cc1ccc(-c2csc(N(C)C(=O)c3c(C)nn(-c4ccccc4)c3Cl)n2)cc1
    -19% | 1% | -8% | -0.1 | nt | -4% | -11% | 0% | 22%
> O=C(Nc1ccc(NC(=O)c2ccco2)cc1)c1ccc2c(c1)OCCO2
    i | -5% | 10% | -2.0 | 1 | 4% | -12% | -11% | -13%
> O=c1/c(=C/c2ccc([N+](=O)[O-])cc2)sc2n1CCCN=2
    -67%[inhibitor][57.5 µM] | 0% | -5% | -0.1 | 2 | -15% | -15% | 19% | 10%
> O=C(Cc1csc(NC(=O)Nc2ccc(Cl)cc2)n1)NC1CCCC1
    -16% | -2% | -10% | -0.9 | -3 | -1% | ? | ? | -11%
> CC(OC(=O)[C@@H](NC(=O)OCc1ccccc1)C(C)C)C(=O)Nc1ccc(N2CCOCC2)cc1 (stereo not given in full)
    i | -7% | 5% | 3.5 | 3 | -5% | -11% | 4% | -18%
> Cc1ccc(-n2c(Cc3cccn3C)nnc2SCC(=O)N2CCc3ccccc32)cc1
    -12% | 13% | 1% | -1.5 | nt | -5% | -20% | 5% | -9%
> CCN1CCN(c2ccc(S(=O)(=O)N3CCCCC3)cc2NC(=O)c2cccc(C)c2)CC1
    -23% | 4% | 9% | -3.2 | -2 | -3% | -1% | 7% | 5%
> Cc1cc(OCC(=O)N(C)C2CCCCC2)cc(C)c1Cl
    i | 2% | 3% | -2.5 | 4 | -1% | 7% | ? | 0%
> COc1ccccc1-c1sc2cc3c(cc2c1C#Cc1cncn1C)OCO3
    -16% | 7% | -1% | -0.3 | -1 | -6% | 3% | ? | -4%
> COC(=O)c1ccc(CNC(=O)CSC(C)C(=O)Nc2cc(C)on2)cc1 (stereo not given)
    -1% | 4% | -2% | -0.5 | 0 | -1% | -22% | 12% | -9%
> Cn1cccc1Cc1nnc(SCC(=O)Nc2cccc(Cl)c2)n1-c1ccc(F)cc1
    -19% | 4% | 13% | -2.0 | -9 | 27µM* | 0% | ? | -9%
> Cc1ccc(Sc2ccncc2S(N)(=O)=O)cc1
    i | 1% | 0% | 0.6 | -8 | -12% | -13% | 15% | -16%
> Cc1ccc(C)c(OCC(O)CN2CCC(CN3C(=O)c4cccc5cccc(c45)C3=O)CC2)c1 (stereo not given)
    -24% | 5% | -4% | -0.6 | -2 | -11% | -19% | ? | -8%
> CCCn1c(N)c(C(=O)COC(=O)CCS(=O)(=O)c2ccc(C)cc2)c(=O)[nH]c1=O
    -15% | 3% | 2% | 2.3 | -1 | 0% | 0% | -8% | -2%
> CCc1ccc(N(C(C)=O)c2nc(CCl)cs2)cc1
    -22% | 2% | 6% | -0.1 | -5 | -9% | 10% | 18% | 4%
> CCCCCn1c(=S)[nH]c2ncccc2c1=O
    i | -6% | -16% | 1.1 | 0 | -5% | -12% | 18% | -2%
> CC(Oc1ccc(Cl)cc1)C(=O)NCCCn1ccnc1 (stereo not given)
    i | 5% | -1% | -0.7 | nt | -3% | -22% | 0% | 2%
> COC(=O)c1c(NC(=O)CSc2n[nH]c(N)n2)sc(C)c1C
    -30%[inhibitor] | 15% | 21% | 1.9 | -3 | 0% | 7% | 34%[activator] | -5%
> CN1CCN(C(=O)CN(CCc2ccccc2)S(C)(=O)=O)CC1
    i | 7% | -3% | 1.0 | nt | -6% | 0% | -3% | -9%
